# Large T inhibition – SV40 large T antigen inhibitors, biochemical (AID 1903) | SV40 large T antigen ATPase/helicase inhibition assay; higher % means a stronger effect | inhibition, % at 20 µM; hits with a dose series show IC50 in µM | 310,000 compounds, 0.39% hits; in the data active means a potency from the dose series; inconclusive means inhibition mostly from about 32% at the one dose, without a potency; inactive means the rest, 99 in 100 with inhibition below about 32%; further: strong numbers were not always called active
# Dengue-2 NS5 capping – Dengue-2 NS5 methyltransferase inhibitors, primary screen, biochemical, confirmation dose response (AID 588689); Dengue-2 NS5 methyltransferase capping enzyme assay, biochemical; higher % means a stronger effect; inhibition, % at 25 µM; hits with a dose series show IC50 in µM; 340,000 compounds, 0.3% hits; in the data active means a potency from the dose series; inconclusive means inhibition above about 29% without an active follow-up result
# GPR55 LPI antagonism – inhibition of LPI-stimulated GPR55 beta-arrestin translocation – imaging, U2OS, beta-arrestin-GFP, LPI agonist, primary screen (AID 2013); 290,000 compounds, 0.13% hits; U2OS GPR55 beta-arrestin-GFP translocation imaging, LPI antagonism; higher % means a stronger effect; inhibition, % at 10 µM, or IC50 in µM where a hit was titrated;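 active means spots per cell inhibited over 60%, with over 100 cells counted and total cytoplasm intensity under 500,000; inconclusive means wells with under 100 cells, flagged as likely toxic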;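 further: U2OS cells stably carrying GPR55 and arrestin-GFP stimulated by 5 µM LPI near EC80; imaged beta-arrestin-GFP aggregate spots per cell after agonist stimulation; plate controls were LPI-stimulated DMSO wells for no effect and DMSO wells without LPI for full effect; some results filed as inactive read as strong as hits; confirmed hits need IC50 under 10 µM and bright autofluorescent wells are also inconclusive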
# K1F lysis inhibition – inhibition of K1F phage lysis, E. coli UTI89, bacterial capsule biogenesis inhibitors, alamar blue (AID 488966); E. coli UTI89 K1F phage lysis, alamar blue, 2 h; higher % means a stronger effect; 340,000 compounds, 0.02% hits; inhibition, % at 100 µM; hits with a dose series show IC50 in µM;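 active means phage lysis inhibition, versus mean bacterial control, above a set limit; inconclusive means no clear call, values can overlap the other calls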;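 further: capsule biogenesis inhibitors block K1F phage lysis so surviving cells raise fluorescence; higher fluorescence means more inhibition of phage lysis; actives were called in the ten point dose series up to 300 µM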
# RSV CPE inhibition – inhibition of RSV-induced cytopathic effect – HEp-2 cells, primary 10 µM value included (AID 2391); HEp-2 cells, RSV-induced CPE inhibition; higher % means a stronger effect; 310,000 compounds, 0.13% hits; one-dose CPE inhibition, % at 10 µM; IC50 in µM for titrated hits; in the data active means a potency from the dose series; inconclusive means CPE inhibition mostly from about 23% at the one dose, without a potency; inactive means the rest, 99 in 100 with CPE inhibition below about 21%; further: strong numbers were not always called active
# HIV fusion peptide – inhibitors of HIV fusion peptide binding, primary screen, biochemical, uHTS, fluorescence dequenching (AID 1986) | 290,000 compounds, 0.3% hits | cell-free peptide binding, fluorescence dequenching, 30 min; higher % means a stronger effect | one-dose inhibition, % at 20 µM; IC50 in µM for titrated hits; in the data active means inhibition mostly above about 52%, no sharp cut-off; inactive means mostly below about 76%; further: some results filed as inactive read as strong as hits
# MgcRacGAP inhibition – MgcRacGAP GTPase-activating activity inhibitors, confirmation, biochemical, ADP Hunter fluorescence. MgcRacGAP-stimulated Rac1 GTP hydrolysis, ADP Hunter fluorescence; higher % means a stronger effect; GST-tagged Rac1 F28L mutant substrate. one-dose inhibition, % at 30 µM; IC50 in µM for titrated hits. 340,000 compounds, 0.6% hits. AID 624330;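 active means first-screen hits whose inhibition reached a set limit at any dose in the follow-up dose series; inconclusive means inhibition above the set first-screen limit but never retested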;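 further: fluorescence reports GDP produced by GAP-driven GTP hydrolysis; strong numbers were not always called active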
# PhoP inhibition – inhibitors of PhoP regulon expression, primary screen, Salmonella Typhimurium, GFP reporter (AID 1863); S. Typhimurium PhoP-regulated promoter GFP reporter, 4 h; higher % means a stronger effect; inhibition, % at 50 µM, or IC50 in µM where a hit was titrated; 300,000 compounds, 0.16% hits;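 active means inhibition over 29.93%, a cutoff 3 SD above the screen mean, later confirmed by dose response; inconclusive means inhibition over 29.93% but no dose response follow-up; inactive means inhibition at most 29.93% or unconfirmed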;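 further: 0% = low Mg2+ inducing control and 100% = high Mg2+ repressing control; strong numbers were not always called active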
# GPR35 arrestin U2OS – GPR35 antagonists blocking zaprinast-driven arrestin recruitment, primary screen, imaging, U2OS, beta-arrestin-GFP, zaprinast agonist (AID 2058). U2OS GPR35 beta-arrestin-GFP translocation imaging, zaprinast antagonism; higher % means a stronger effect. inhibition, % at 10 µM, or IC50 in µM where a hit was titrated. 290,000 compounds, 0.052% hits;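 active means inhibition of at least 50% with at least 30 cells and total cytoplasm GFP at most 10,000,000; inconclusive means under 30 cells or total GFP of 10,000,000 plus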
# * hit, by the source's call; u = inconclusive; x = no result given; [ ] = dose if it differs, or a comment.
SMILES,Large T inhibition,Dengue-2 NS5 capping,GPR55 LPI antagonism,K1F lysis inhibition,RSV CPE inhibition,HIV fusion peptide,MgcRacGAP inhibition,PhoP inhibition,GPR35 arrestin U2OS
CC(C)CN(C(=O)c1cccc([N+](=O)[O-])c1)c1c(N)n(CC(C)C)c(=O)[nH]c1=O,0%,-8%,2%,-0.3%,1.6%,-1.4%,6%,5%,17%
COc1ccc(C2CC(C(F)(F)F)n3nc(C(=O)NCCCn4ccnc4)cc3N2)cc1OC (configuration not stated),3%,-2%,0%,0.5%,5.7%,2.3%,7%,-6%,8%
CN(CCN1CCOCC1)Cc1nc(-c2ccc(Cl)cc2)no1,5%,-3%,6%,0.1%,0.0%,2.9%,11%,-6%,14%
Cc1ccc(NC(=O)COC(=O)/C=C/c2ccc(Br)o2)cc1S(=O)(=O)N(C)C,6%,-9%,1%,-0.1%,1.0%,2.0%,6%,-9%,-9%
C#CCSc1nnc(-c2ccc([N+](=O)[O-])cc2)o1,28%,3%,13%,-0.2%,0.6%,-0.2%,9%,1%,-5%
Cc1cc(=O)oc2cc(NC(=O)CC3(CC(=O)O)CCCC3)ccc12,7%,x,0%,x,0.8%,-0.1%,x,x,12%
CC(C)(C)c1cc(-c2n[nH]c(=S)n2-c2ccc(Cl)cc2)n[nH]1,18%,6%,-3%,-0.6%,1.1%,-1.4%,-12%,1%,-16%
O=C(NCc1cccs1)C1CC(c2ccc(Cl)cc2)=NO1 (configuration not stated),-5%,-8%,-7%,2.6%,0.4%,2.1%,1%,-9%,-7%
O=C(CCNC(=O)c1ccc(Cl)cc1)NCCCN1CCOCC1,x,-5%,x,-0.1%[50 µM],0.2%,x,7%,x,x
CCC(=O)Nc1ccc(C(=O)c2ccccc2)cc1,7%,2%,0%,0.1%,6.0%,-0.6%,10%,5%,-17%
Cn1c(=O)c(-c2ccccc2N)nc2ccccc21,7%,-7%,5%,7.4%,2.4%,1.3%,1%,4%,-16%
CC(C)(C)NCC1(CO)SC(N)=NC1=O (configuration not stated),11%,-3%,-11%,0.8%,0.2%,-0.7%,14%,2%,14%
CSc1cccc(NC(=O)CN(c2cc(C)ccc2C)S(C)(=O)=O)c1,-1%,-1%,16%,-1.3%,5.2%,24%,0%,-3%,-1%
Cc1ccc(C(=O)C(C)N2C(=O)NC(C)(c3ccccc3)C2=O)cc1 (configuration not stated),3%,-8%,-4%,-0.4%,-1.8%,-0.5%,-12%,0%,-1%
Cc1cccc(N2CCN(C(=O)c3nn(C)c4c3CS(=O)(=O)c3ccccc3-4)CC2)c1C,8%,8%,-4%,0.8%,19%,-0.3%,9%,3%,-14%
CCOC(=O)c1c(C)[nH]c(C(=O)OCC(=O)Nc2ccc(OCC)cc2)c1C,-3%,-6%,4%,3.0%,1.9%,0.2%,4%,-1%,6%
O=S1(=O)c2ccccc2Nc2ccccc21,-9%,3%,-9%,0.3%,0.2%,-1.6%,10%,1%,12%
O=C(c1cc(-c2ccccn2)nc2ccc(Br)cc12)N1CCN(S(=O)(=O)c2ccccc2)CC1,7%,2%,-3%,2.4%,-0.7%,-0.8%,-4%,-7%,-4%
CCOc1ccccc1NC(=O)CN(c1ccc(C)cc1)S(=O)(=O)c1c(C)noc1C,2%,-2%,5%,0.5%,2.0%,-1.8%,10%,1%,3%
COc1ccc(CNC(=O)CSc2ccc(Br)cc2)cc1OC,4%,-3%,-4%,1.6%[50 µM],1.4%,-0.6%,6%,-6%,2%
CCC(CC)C1C(C#N)=C(N)Oc2n[nH]c(C)c21 (configuration not stated),15%,6%,3%,-0.5%,2.9%,-0.4%,6%,4%,-4%
CN(C(=O)c1cccnc1)c1nnc(-c2cccnc2)s1,13%,-5%,-4%,0.4%,8.5%,-2.3%,-2%,3%,-6%
COc1ccc(C2C=C(c3ccc(Br)cc3)Nc3nc(N4C(=O)CCC4=O)nn32)cc1 (configuration not stated),14%,30%,-2%,-0.2%,1.0%,27%,20%,-4%,-26%
Cc1ccc(S(=O)(=O)N2CCOCC(=O)NCCOCCNC(=O)COCC2)cc1,-2%,6%,2%,0.8%,x,-1.6%,10%,-12%,-4%

# Eight compounds out of the list, sorted by length of the SMILES, falling.
SMILES,Large T inhibition,Dengue-2 NS5 capping,GPR55 LPI antagonism,K1F lysis inhibition,RSV CPE inhibition,HIV fusion peptide,MgcRacGAP inhibition,PhoP inhibition,GPR35 arrestin U2OS
CC(C)CN(C(=O)c1cccc([N+](=O)[O-])c1)c1c(N)n(CC(C)C)c(=O)[nH]c1=O,0%,-8%,2%,-0.3%,1.6%,-1.4%,6%,5%,17%
O=C(c1cc(-c2ccccn2)nc2ccc(Br)cc12)N1CCN(S(=O)(=O)c2ccccc2)CC1,7%,2%,-3%,2.4%,-0.7%,-0.8%,-4%,-7%,-4%
COc1ccc(C2C=C(c3ccc(Br)cc3)Nc3nc(N4C(=O)CCC4=O)nn32)cc1 (configuration not stated),14%,30%,-2%,-0.2%,1.0%,27%,20%,-4%,-26%
Cc1ccc(C(=O)C(C)N2C(=O)NC(C)(c3ccccc3)C2=O)cc1 (configuration not stated),3%,-8%,-4%,-0.4%,-1.8%,-0.5%,-12%,0%,-1%
Cc1cc(=O)oc2cc(NC(=O)CC3(CC(=O)O)CCCC3)ccc12,7%,x,0%,x,0.8%,-0.1%,x,x,12%
CN(CCN1CCOCC1)Cc1nc(-c2ccc(Cl)cc2)no1,5%,-3%,6%,0.1%,0.0%,2.9%,11%,-6%,14%
Cn1c(=O)c(-c2ccccc2N)nc2ccccc21,7%,-7%,5%,7.4%,2.4%,1.3%,1%,4%,-16%
CC(C)(C)NCC1(CO)SC(N)=NC1=O (configuration not stated),11%,-3%,-11%,0.8%,0.2%,-0.7%,14%,2%,14%

# (more compounds)
SMILES,Large T inhibition,Dengue-2 NS5 capping,GPR55 LPI antagonism,K1F lysis inhibition,RSV CPE inhibition,HIV fusion peptide,MgcRacGAP inhibition,PhoP inhibition,GPR35 arrestin U2OS
COc1ccc(C2OC34CCCCC3C(C#N)(C#N)C2(C#N)C(=N)O4)cc1 (configuration not stated),29%,u,-7%,3.8%[50 µM],2.1%,20%,19%,-75%,7%
CCOc1ccccc1N1CN(Cc2ccccc2)CNC1=S,13%,x,8%,x,0.2%,0.1%,x,-11%,-10%
O=[N+]([O-])c1ccc(OCC(O)CNC2CCCC2)cc1 (configuration not stated),16%,-6%,4%,0.1%,-1.9%,-2.1%,11%,7%,-7%
CCCn1c(=O)c2c(nc(Br)n2CCC)n(C)c1=O,4%,-1%,32%,1.8%,1.3%,22%,7%,19%,15%
CCOc1cc(S(=O)(=O)NCCCn2ccnc2)ccc1Cl,8%,-9%,-23%,0.2%,-1.1%,-1.1%,6%,3%,-11%
CCN1/C(=C2/OC(=S)N(C)C2=O)Sc2ccccc21,0%,-12%,9%,0.3%,x,-1.7%,9%,-2%,14%
COc1ccc2nc3c(cc2c1)c(NC(=O)CC(C)C)nn3CC(C)C,3%,-5%,-20%,0.3%[50 µM],-1.2%,0.8%,x,3%,15%
COc1ccccc1C(=O)NC(CCSC)C(=O)OCC(=O)NC(=O)NCc1ccco1 (configuration not stated),13%,3%,-4%,-0.6%,1.1%,-2.2%,-9%,-8%,-7%
O=C(C1CCCO1)N1CCN(C(=S)Nc2ccc(Br)cc2)CC1 (configuration not stated),17%,-5%,-14%,0.1%,-1.1%,-0.9%,9%,2%,6%
COc1ccc(Cl)cc1NC(=O)CN(C)C(=O)Cc1ccsc1,5%,-10%,x,1.0%[50 µM],-0.5%,x,10%,-9%,x
COc1cccc(-c2sc3ccc(OC)cc3c2C#CCC(C)O)c1 (configuration not stated),x,-4%,x,-0.1%,1.1%,x,3%,x,x
CCOC(=O)c1c(CC(C)C)csc1NC(=O)c1ccccc1C(=O)O,19%,6%,-4%,-0.2%,-1.9%,4.4%,-2%,-14%,1%
COc1ccc(C(=O)N2CCCC(c3ccccc3)C2)cc1 (configuration not stated),3%,-2%,0%,11%,6.4%,-1.3%,3%,-2%,1%
CCN(CC)S(=O)(=O)c1ccc2c(c1)nc(CCC(=O)OCC(=O)Nc1cc(OC)cc(OC)c1)n2C,-1%,3%,4%,0.9%[50 µM],2.9%,-0.7%,4%,-3%,-6%
Cc1ccc2cccc(OCC(=O)Nc3ccc4c(c3)OCO4)c2n1,-2%,-4%,8%,0.8%,12%,-0.8%,5%,3%,4%
O=C(NC(NC(=S)Nc1ccccc1C(=O)O)C(Cl)(Cl)Cl)c1cccc([N+](=O)[O-])c1 (configuration not stated),-4%,-1%,7%,-0.3%,3.9%,32%,5%,7%,-8%
CCOC(=O)c1[nH]c(C)c(C(=O)OCC(=O)Nc2sc3c(c2C#N)CCCCC3)c1C,9%,-8%,12%,0.7%,3.6%,0.0%,5%,9%,-3%
O=S1(=O)N=C2CCCCCN2C(c2ccc(F)cc2)N1 (configuration not stated),12%,-2%,0%,-1.4%,1.0%,1.4%,-2%,0%,-4%
Cn1c(=O)c2c(O)c(Cc3ccccc3)c(=O)[nH]c2n(C)c1=O,7%,0%,4%,0.1%,2.1%,-0.6%,7%,-1%,7%
Cn1c(=O)c2[nH]c(N/N=C(/C#N)C(N)=O)nc2n(C)c1=O,4%,x,-7%,x,0.5%,0.0%,x,2%,8%
COc1ccc(Br)cc1CNCC1CCCO1 (configuration not stated),6%,-11%,-17%,0.4%,0.9%,1.0%,8%,-8%,15%
CCN(CC)C(=O)C1CCN(c2ncnc3c2cnn3-c2ccc(C)cc2C)CC1,18%,-1%,7%,0.0%,2.6%,0.4%,-9%,-4%,-8%
CCOC(=O)C1CCN(C(=O)C(=O)c2cn(CC(=O)N3CCCCCC3)c3ccccc23)CC1,30%,7%,14%,0.3%,2.4%,0.8%,5%,-2%,3%
Cc1ccc(C(=O)Nc2cc(S(=O)(=O)N3CCOCC3)ccc2N2CCCC2)cc1,x,-1%,x,6.2%,1.6%,x,7%,x,x
CCOc1ccc(C(=O)N2CCN(S(=O)(=O)c3cccs3)CC2)c(OCC)c1,-2%,-8%,-21%,-0.2%,0.4%,1.5%,4%,-2%,-9%
COC(=O)CSc1ccc2nnc(-c3ccc(OC)c(OC)c3)n2n1,-1%,-2%,1%,-0.1%,1.4%,1.7%,-1%,-4%,-11%

# Bioassay records (PubChem)
